High-throughput results deposited in PubChem by several laboratories.
KCC2 mod – modulates chloride dependent transport by human KCC2 | Q9H2X9 | KCC2 cells, thallium flux FluoZin-2 fluorescence | B-score of Tl+ flux slope (higher = more flux/activation; lower = inhibition) at 10 µM | 2.2% of 190,000 active | AID 1456;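 active means thallium flux slope and its plate-corrected score both differing from the plate sample mean at a set confidence after two filtering rounds, in either direction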;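 further: slope of fluorescence scaled to starting intensity during 10 to 20 s after thallium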
TNF necrop inh – TNF-alpha cell death inhibition in Jurkat FADD-/- cells. activation (protection from cell death), % at 10 µM. AID 463075. 0.068% of 220,000 active. Jurkat FADD-/- TNF necroptosis rescue, ATP luminescence, 24 h; 0 = TNF only, 100 = no-TNF cells;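 active means activation, meaning protection from cell death, of at least 50% relative to plate controls; inactive means activation below 50%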;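 further: necroptosis triggered by 40 ng/mL TNF-alpha added together with compound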
zVAD death inh – L929 zVAD cell death inhibition | viability rescue, % at 10 µM | L929 zVAD necroptosis rescue, ATP luminescence, 24 h; with zVAD 60 µM | 0.38% of 220,000 active | AID 1377;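 active means activation, scaled between plate controls, above about 75%, limit read from the data; inactive means activation under that limit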;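 further: 0% = zVAD with DMSO and 100% = DMSO alone without zVAD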
KLK5 inh – kallikrein 5 (human) inhibition | Q9Y337 | recombinant hK5, fluorogenic AMC substrate cleavage | inhibition, % at 5 µM | 0.59% of 210,000 active | AID 873;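 active means inhibition of 40% or more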;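 further: 0% = enzyme controls without compound and 100% = no-enzyme blanks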
Target sequence (Q9Y337 67-293 limits assumed): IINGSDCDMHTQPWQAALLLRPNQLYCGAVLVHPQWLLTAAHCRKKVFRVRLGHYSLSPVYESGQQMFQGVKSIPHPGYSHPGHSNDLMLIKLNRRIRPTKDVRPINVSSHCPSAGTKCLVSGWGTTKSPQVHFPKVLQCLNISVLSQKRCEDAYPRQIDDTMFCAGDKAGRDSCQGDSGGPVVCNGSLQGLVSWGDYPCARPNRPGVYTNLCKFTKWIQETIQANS
Hck-Nef inh – human Hck-Nef kinase inhibition; P08631; Recombinant Hck-YEEI plus Nef, Z-Lyte FRET kinase assay; inhibition, % at 20 µM; 0.68% of 220,000 active;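 active means Hck-Nef kinase inhibition above about 50%, limit read from the data; inactive means inhibition below that limit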;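 further: 0% = DMSO with Hck plus Nef and 100% = Hck alone without Nef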
Target sequence (P08631 whole entry, looked up): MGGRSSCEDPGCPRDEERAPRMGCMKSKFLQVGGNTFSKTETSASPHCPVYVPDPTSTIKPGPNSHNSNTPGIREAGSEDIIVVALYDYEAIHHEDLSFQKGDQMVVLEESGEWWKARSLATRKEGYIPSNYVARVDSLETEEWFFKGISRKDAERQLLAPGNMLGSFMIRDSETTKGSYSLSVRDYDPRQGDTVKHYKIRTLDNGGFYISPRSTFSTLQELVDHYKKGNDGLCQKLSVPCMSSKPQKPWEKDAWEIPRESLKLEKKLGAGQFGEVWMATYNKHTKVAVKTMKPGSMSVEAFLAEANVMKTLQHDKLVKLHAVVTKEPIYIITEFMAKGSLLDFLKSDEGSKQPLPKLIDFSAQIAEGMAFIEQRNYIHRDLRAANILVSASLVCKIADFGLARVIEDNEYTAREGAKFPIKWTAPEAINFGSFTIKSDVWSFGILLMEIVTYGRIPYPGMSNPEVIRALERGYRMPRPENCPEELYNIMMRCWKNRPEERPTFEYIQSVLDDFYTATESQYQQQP
thrombin 1536 – inhibitors of human thrombin; P00734; alpha-thrombin, Boc-VPR-AMC fluorogenic substrate cleavage; inhibition, % at 5 µM; 0.26% of 220,000 active; AID 1046;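 active means inhibition at or above 40%; inactive means inhibition below 40%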;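 further: 0% = enzyme with no compound and 100% = wells without enzyme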
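Test system: human alpha-thrombin; medium: pH 7.5 Tris-saline with Tween 20; times: reaction at room temperature; signal: AMC fluorescence at 355 nm excitation and 460 nm emission; also added: Boc-VPR-AMC substrate, 15 µM final; dosing: one concentration per compound, 5 µM, with 0.2% DMSO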
Rad51 HR inh – Rad51 (human) homologous recombination inhibition. Q06609. hRad51 DNA strand exchange, fluorescence dequenching. inhibition, % at 10 µM. 0.085% of 200,000 active. AID 1385;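 active means inhibition above 40% at the single screening dose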;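 further: 0% = DMSO control wells and 100% = blanks with heterologous ssDNA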
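Test system – preformed human Rad51 ssDNA filaments · Reagent – Donor/quencher-labelled 47-bp dsDNA substrate · Incubation – 37 °C 15-min filament assembly, 30-min compound preincubation, 15-min exchange · Signal – FRET fluorescence dequenching, excitation 485 nm, emission 520 nm · Read-out – percent inhibition from fluorescence, normalised to plate control and blank means · Benchmarks – plate control and blank wells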
FXIIa inh 1536 – factor XIIa (human) inhibition. P00748. purified FXIIa, Boc-QGR-AMC fluorogenic substrate, 2 h. inhibition, % at 5 µM. 0.3% of 220,000 active. AID 800; in the data active means inhibition above about 40%;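 further: 0% = enzyme with no compound and 100% = blank without enzyme; many of its hits are not listed in these tables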
FXIa inh 1536 – factor XIa (human) inhibition; AID 798; 0.14% of 220,000 active; P03951; inhibition, % at 5 µM; purified FXIa, Boc-Glu-Ala-Arg-AMC fluorogenic substrate;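 active means inhibition of at least 40%; inactive means inhibition below 40%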;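 further: fluorescence of freed AMC excited at 355 nm; 0% = enzyme without compound and 100% = no enzyme blank; many of its hits are not listed in these tables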
* hit, by the source's call; x = no result given; & = joins results of further samples.

SMILES,KCC2 mod,TNF necrop inh,zVAD death inh,KLK5 inh,Hck-Nef inh,thrombin 1536,Rad51 HR inh,FXIIa inh 1536,FXIa inh 1536
O=C(O)c1sc2cccc(Cl)c2c1Cl,-2,0.7,1.0,-4,21,-8,6,12,-3
CCc1cc(=O)oc2cc(OCC(=O)N3CCCc4ccccc43)ccc12,-1.8,-12,-0.3,-6,1,7,4,36,25
COc1ccccc1-c1nnc2sc(C3CCCCC3)nn12,-2.4,-0.9,8.4,10,2,0,6,13,4
Cc1ccc(C2=C(c3ccc([N+](=O)[O-])cc3)C(=O)OC2)cc1C,-1.9,-1.1,-0.7,-5,6,-10,-9,6,-3
O=C(Nc1ccccc1F)c1ccc(CNS(=O)(=O)c2cccc(C(F)(F)F)c2)cc1,0.13,0.5,-0.7,-11,8,2,11,6,-2
CCc1cc(OCCOCCN(C)C)ccc1Cl,-0.94,4.0,x,-10,-1,-4,18,5,-3
Cn1nc(C(=O)Nc2sccc2C(N)=O)ccc1=O,0.1,-5.7,0.1,-18,1,-5,-4,1,-1
CCN1CC(CN(C)Cc2nc(-c3ccc(OC)c4ccccc34)oc2C)CC1=O (stereo not drawn),-0.088,2.8,0.0,4,24,-8,-4,5,0
O=C(NCc1n[nH]c(=S)n1-c1cccc(C(F)(F)F)c1)c1ccc(S(=O)(=O)N2CCCC2)cc1,1.2,-0.9,0.0,x,-13,-6,x,12,7
O=C1C2C(c3ccccc3)C=CC(c3ccccc3)C2C(=O)N1c1ccccn1 (stereo not drawn),0.59,-0.5,2.3,-28,2,-6,x,8,7
COc1ccc(C(=NNc2ccccc2C(=O)O)c2ccc(OC)cc2)cc1,-0.61,1.2,3.4,-9,0,-9,x,2,-1
CCN(Cc1ccccc1)C(=O)CSc1nncn1C,0.033,1.2,2.7,-3,-6,-6,3,3,-6

Reprinted from the entries so far (two entries):
SMILES,KCC2 mod,TNF necrop inh,zVAD death inh,KLK5 inh,Hck-Nef inh,thrombin 1536,Rad51 HR inh,FXIIa inh 1536,FXIa inh 1536
O=C(O)c1sc2cccc(Cl)c2c1Cl,-2,0.7,1.0,-4,21,-8,6,12,-3
CCc1cc(=O)oc2cc(OCC(=O)N3CCCc4ccccc43)ccc12,-1.8,-12,-0.3,-6,1,7,4,36,25

Next section
SMILES,KCC2 mod,TNF necrop inh,zVAD death inh,KLK5 inh,Hck-Nef inh,thrombin 1536,Rad51 HR inh,FXIIa inh 1536,FXIa inh 1536
Cc1ccc(Nc2cc(C)nc(-c3ccccc3O)n2)cc1,-0.42,3.1,0.1,-5,5,0,1,18,5
C=CCC(NCc1ccccc1)c1ccc(Cl)cc1 (stereo not drawn),0.51,1.3,0.4,-8,0,1,8,8,5
CCCn1c(SCC(=O)Nc2nnc(-c3ccccc3)s2)nnc1-c1ccccn1,-1.6,-0.6,-0.6,8,12,1,2,9,-9
CCOC(=O)/C=C1\NC2(CCCCC2)Cc2cc(OC)c(OC)cc21,0.45,-1.3,-0.5,x,6,x,-5,x,x
C=CCn1c(O)c(N=NC(=S)Nc2cccc(OC)c2)c2ccccc21,71*,-3.0,x,-12,3,-1,x,13,9
CCOC(=O)N1CCN(c2c(N3CCN(c4cc(C)ccc4C)CC3)c(=O)c2=O)CC1,0.87,-1.4,0.4,-1,1,-5,3,16,-2
CC(C)NC(=S)N1CCN(S(=O)(=O)c2cccc(C(F)(F)F)c2)CC1,0.48,2.5,0.0,-21,6,-10,6,22,19
CC(CNC(=S)Nc1cc(F)cc(F)c1)CSc1ccc(Cl)cc1 (stereo not drawn),0.24,0.5,2.6,-13,20,-2,0,10,-1
Cc1ccc(NC(=O)CN2C(=O)N/C(=C\c3cccn3-c3cccc(C(=O)O)c3)C2=O)cc1,-0.42,-0.5,1.4,-6,37,-1,-3,7,2
Clc1ccc(CNc2ccccn2)cc1,-0.73,11,6.8,1,16,0,9,10,-4
CCC(C)C(=O)Nc1cc([N+](=O)[O-])ccc1Cl (stereo not drawn),0.032,3.8,-0.1,-12,5,-1,4,12,5
Cc1ccc(-c2nn[nH]n2)cc1Cl,-2.1,0.9,0.2,11,4,-8,-6,2,0
O=C(CN1C(=O)C2C3C=CC(C3)C2C1=O)NCc1ccco1 (stereo not drawn),-1.3,1.5,-0.4,0,-12,-2,1,10,-8
CCCN1CNc2c(c(=O)[nH]c(=S)n2-c2ccc(Cl)cc2)C1,-0.76,0.5,4.5,-3,22,-6,3,7,-4
CC[N+](C)(C)Cc1ccccc1Br,0.095,1.8,1.9,-2,-2,0,5,11,0
CCOC(=O)c1c(N)ssc1=S,0.081,-0.1&-2.0,0.9&-0.2,-24&0,1&2,2,5,1&6,-5&4
COc1ccc(C(=O)Nc2cccc(C(=O)N3CCCC3)c2)cc1,0.026,-1.2,-0.2,-12,1,-4,4,12,0
CC(=O)NC1=NN(C(C)=O)C(c2ccco2)S1 (stereo not drawn),-0.015,-0.9,0.2,-2,-8,1,x,2,-1
Cc1cc(C2(c3ccc(O)c(C)c3)C(=O)Nc3ccccc32)ccc1O,-0.69,-14,-0.6,4,1,3,-1,5,-2
COC(=O)c1sccc1NC(=O)Cn1nnc(-c2ccccc2C)n1,-1.2,2.5,1.7,-1,17,-5,-9,6,-2
CC(C)[C@H](Nc1ncnc2c1oc1ccccc12)C(=O)O,-0.032,1.5,0.2,4,19,-2,x,9,3
Cc1ccc(NC(=O)Cn2c(=O)n(CCC(=O)NC3CCN(Cc4ccccc4)CC3)c(=O)c3ccccc32)cc1,0.21,0.7,1.9,-2,20,-13,8,3,-3
CCOc1ccc(NC(=O)c2ccc3nccnc3c2)cc1,-4,-1.6,0.7,-6,0,3,x,14,2
CC1C(c2ccccc2)N(C)C(c2ccccc2)CC1(O)c1ccc(F)cc1 (stereo not drawn),-0.87,5.0,14,-23,3,0,2,-4,-7
NC(=O)c1sc2nc3c(c(-c4ccco4)c2c1N)CCC3,-0.97,-2.2,-0.8,-13,-11,-1,3,17,3
CC(C)Cn1c(N)c(C(=O)COC(=O)c2cc(-c3ccco3)nc3ccccc23)c(=O)n(C)c1=O,0.16,-5.1,-0.8,-6,5,-6,x,-17,-13
COCCn1nnnc1CN1CCSCC1,1.6,1.5,12,-5,19,-11,0,2,-6
Cc1ccc(CNC(=O)c2ccc(N3CCc4ccccc43)c([N+](=O)[O-])c2)cc1,-1.3,3.4,1.3,-6,0,8,2,11,12
CN(C)/C=N/NC(=O)c1ccccc1Cl,-0.32,3.6,-0.3,2,7,0,0,4,-2
Cc1ccccc1-n1c(CSC(=N)N)nc2ccccc2c1=O,0.091,-18,-1.0,-8,5,1,3,8,-3
CC(C)N1C(=O)/C(=C\c2nc3ccccc3c(=O)n2-c2ccccc2)c2ccccc21,-0.81,4.0,2.8,3,1,-3,-12,2,-6
COc1ccc(NC(=S)Nc2ncccc2C)c(OC)c1,-0.99,-4.6,0.2,-2,1,-6,-12,-4,-9
Cc1ccc2oc(=O)c3cc(C(=O)NCCN4CCN(C)CC4)sc3c2c1,-0.59,0.1,47,-1,4,-1,-2,17,7
c1ccc(-n2ncc3c(N4CCN(CCOc5cccc6ccccc56)CC4)ncnc32)cc1,x,3.5,0.2,-14,-1,6,-5,15,4
O=C(N/N=C/c1cccnc1)C(=O)N1CCCCCC1,0.23,1.6,0.0,-2,25,-11,x,2,-1
COc1cc(NC(=S)N2CCc3ccccc3C2)cc(OC)c1,-0.75,-0.3,0.3,-6,-6,8,0,5,6
CCOC(=O)N1CCC(NC(=O)Cn2c3c(c(-c4ccccc4Cl)cc2=O)CCC3)CC1,-1.7,-1.2,0.8,-7,1,-1,-4,15,6
COc1ccc(Nc2nccc3c2nnn3C)cc1,0.84,0.1,-0.2,-28,1,-3,4,1,-2
NC(=O)N/N=C/c1cn(CC(=O)Nc2ccc(F)cc2)c2ccccc12,-0.45,27,1.1,0,7,-4,1,0,1
O=C(Nn1cnc2ccccc2c1=O)c1cccc(Cl)c1,0.052,0.9,-0.2,19,5,-2,x,5,1
CCOC(=O)c1sc(C)c(C(=O)NCCCN2CCOCC2)c1N,0.049,0.4,-0.2,2,-1,0,-2,15,-2
Cc1cc(Nc2nc(Cl)c(Cl)cc2Cl)n(-c2ccccc2)n1,-0.52,0.7,0.4,-18,2,-5,x,10,10
COc1ccc(C(=O)Nc2cc3c(cc2OC)CCCC3)cc1Br,-0.3,-0.4,0.7,-1,-1,0,x,17,3
Cn1c(=O)c2cn3c(c2n(C)c1=O)C(c1ccccc1)CC(c1ccccc1)=N3 (stereo not drawn),-0.7,-2.0,0.0,-1,0,6,-5,18,4
CCN(CC)CC(=O)Nc1nc(-c2ccc(Cl)cc2)cs1,-3.3,-0.1,0.9,-15,1,-4,12,9,-9
Cc1occc1C(=O)N/N=C/C1=C(N2CCOCC2)C(=C\c2ccc(Cl)cc2)/CC1,-0.45,0.8,1.0,-1,3,0,-26,8,8
OC(COc1ccc(Br)cc1)CN1CCOCC1 (stereo not drawn),0.19,1.1,-0.8,-24,-8,2,2,16,-1
O=C(NC(=S)Nc1ccc2oc(=O)ccc2c1)c1cc2ccccc2o1,35*,2.1,-0.1,4,38,2,17,12,3
Fc1ccc(NC(=S)N2CCCC(c3ccccc3)=N2)cc1,x,1.4,-0.2,-1,10,-2,-6,6,2
CS(=O)(=O)N(CC(=O)NCc1ccncc1)c1cc(Cl)ccc1Cl,1.3,0.1,4.0,-3,17,-13,-2,6,-5

An excerpt. The share of hits here may be higher or lower than overall.
